Assay outcomes from PubChem BioAssay.
USP1-UAF1 inh = blocks the human USP1/UAF1 deubiquitinase complex. Potency, µM (top dose mostly 57.1 µM), for the others: at the highest dose activity change, negative = inhibition, hits mostly inhibitors. recombinant USP1/UAF1, Ub-Rhodamine cleavage fluorescence. AID 743255. hit rate 0.23% among 390,000; also: potency is read from the fitted curve at half-maximal effect; % is scaled to controls: 0 for no effect and ±100 for the full control effect; nearly all actives have a fitted effect of over 60% in size; inactives centre near -12
Target sequence (O94782 whole entry, looked up): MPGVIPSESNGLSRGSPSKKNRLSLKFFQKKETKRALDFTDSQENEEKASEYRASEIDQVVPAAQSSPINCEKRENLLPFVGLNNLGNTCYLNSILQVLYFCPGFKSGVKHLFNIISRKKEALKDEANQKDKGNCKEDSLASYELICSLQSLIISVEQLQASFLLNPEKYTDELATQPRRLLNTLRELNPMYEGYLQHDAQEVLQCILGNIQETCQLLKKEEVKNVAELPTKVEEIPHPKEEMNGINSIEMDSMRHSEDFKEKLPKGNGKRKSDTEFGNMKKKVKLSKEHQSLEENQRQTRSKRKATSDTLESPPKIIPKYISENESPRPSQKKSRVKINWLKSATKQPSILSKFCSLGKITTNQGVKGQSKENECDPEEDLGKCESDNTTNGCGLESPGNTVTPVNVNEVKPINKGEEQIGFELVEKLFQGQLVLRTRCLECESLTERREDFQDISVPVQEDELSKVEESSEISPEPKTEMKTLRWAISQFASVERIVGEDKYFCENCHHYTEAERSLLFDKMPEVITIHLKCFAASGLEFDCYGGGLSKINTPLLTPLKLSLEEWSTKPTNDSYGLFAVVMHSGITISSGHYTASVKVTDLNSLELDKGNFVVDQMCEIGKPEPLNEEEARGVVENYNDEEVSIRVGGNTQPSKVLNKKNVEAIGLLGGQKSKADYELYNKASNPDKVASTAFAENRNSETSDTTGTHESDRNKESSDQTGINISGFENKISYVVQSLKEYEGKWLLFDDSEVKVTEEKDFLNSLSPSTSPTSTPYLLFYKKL
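1 nM enzyme complex + cpd, 15 min RT; start with Ub-Rho 150nM final; kinetic fluorescence ex 480/em 540, 6 reads q60 s. Buffer 50mM HEPES pH 7.8, 0.5mM EDTA, 0.1 mg/ml BSA, 1mM TCEP, 0.01% Tween-20.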
TrxR1 inh = inhibitors of rat thioredoxin reductase 1; O89049; recombinant rTrxR1, NADPH fluorescence consumption, selenite substrate; Potency, µM (top dose mostly 114 µM), for the others: at the top dose activity change, negative = inhibition, actives largely listed as inhibitors; hit rate 1% among 390,000; also: potency is read from the fitted curve at half-maximal effect; % is scaled to controls: 0 for no effect and ±100 for the full control effect; nearly all actives have a fitted effect of over 65% in size
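Rat TrxR1 (90 nM in the dispensed reagent) was pre-reduced with 400 uM NADPH for 5 min at room temperature, then incubated with compound for 15 min. After 400 uM selenite was added, NADPH fluorescence (Ex 340/Em 450 nm) was followed for 8 min.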
Tb PGK inh = blocks T. brucei phosphoglycerate kinase. Potency, µM (series often up to 57.5 µM), for the others: top-dose activity change, negative = inhibition, most hits filed as inhibitors. AID 602233. PGK/GAPDH coupled, Kinase-Glo luminescence, 60 min. P07378. hit rate 0.043% among 380,000; also: potency is read from the fitted curve at half-maximal effect; % is scaled to controls: 0 for no effect and ±100 for the full control effect; nearly all actives have a fitted effect of over 60% in size
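Luminescent ATP detection (Kinase-Glo Plus) follows a 60-minute room-temperature incubation, with wells lacking PGK as controls. Buffer: 100 mM TEA (pH 7.6), 5 mM MgCl2, 0.01% Tween-20. Coupling enzyme GAPDH (100 nM final) supplies unstable 1,3-BPG in-well.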
mIDH1 inhibitor = inhibitors of human mutant IDH1 R132H. hit rate 0.093% among 390,000. AID 602179. IDH1-R132H enzyme, NADPH consumption, diaphorase/resazurin fluorescence. Potency, µM (doses to about 76.6 µM), for inactives: top-dose activity change, negative = inhibition, hits mostly inhibitors. O75874; also: potency is read from the fitted curve at half-maximal effect; % is scaled to controls: 0 for no effect and ±100 for the full control effect; nearly all actives have a fitted effect of over 65% in size
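IDH1-R132H (0.5 ug/mL dispensed) in pH 7.5 Tris buffer was preincubated 30 min with compound, then given a substrate mix of 0.016 mM NADPH and 2 mM alpha-KG for 80 min at room temperature; remaining NADPH was read by diaphorase/resazurin fluorescence.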
PI4K2A block = blocks human PI4K2A kinase activity; Q9BTU6; purified PI4K2A, ADP-Glo luminescence, 1 h; stronger effect = lower value; activity change, negative = inhibition, % at 76.9 µM; hit rate 0.13% among 420,000; in the data active = activity change below about -50%; inconclusive = mostly about -30% to -49%;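 also: -100% = wells without enzyme as full effect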
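In this quantitative HTS, ADP production by PI4K2A was quantified luminescently after 1 h at ambient temperature; 100 microM adenosine served as plate-quality control.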
HP1b chromo inh = HP1-beta chromodomain-methylated histone interaction inhibition | P83916 | AlphaScreen HP1-beta / biotin-H3K9me3 peptide binding | Potency, µM (top dose mostly 114 µM), inactives show at the top dose activity change, negative = inhibition, most hits filed as inhibitors | hit rate 0.56% among 390,000 | AID 540317; also: potency is read from the fitted curve at half-maximal effect; nearly all actives have a fitted effect of over 70% in size; inactives centre near 23
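AlphaScreen: HP1-beta (50 nM) preformed 30 min with biotin-H3(1-18)K9me3 peptide (50 nM) in PBS pH 7.4, 0.01% Tween-20. Compound added for 30 min at RT, then streptavidin donor/nickel chelate acceptor beads (10 ug/mL) for 30 min.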
Pin1 inhibitor = blocks the human prolyl isomerase Pin1 | Potency, µM (doses to about 115 µM), for the others: at the highest dose activity, negative = inhibition, hits mostly inhibitors | hit rate 0.009% among 390,000 | Q13526 | Pin1 FP peptide displacement, HiFluor488, 10 min; active = well fitted inhibition curve with a large enough effect in the polarisation, with a control signal flat, not every such curve was filed as active; inconclusive = small, poorly fitted or top-dose-only effect, or effect the other way, or a change in a side signal; inactive = no such curve, though single readings can be large or run the other way; the % refers to the polarisation; also: potency is read from the fitted curve at half-maximal effect; % is scaled to controls: 0 for no effect and ±100 for the full control effect
Target sequence (Q13526 whole entry, looked up): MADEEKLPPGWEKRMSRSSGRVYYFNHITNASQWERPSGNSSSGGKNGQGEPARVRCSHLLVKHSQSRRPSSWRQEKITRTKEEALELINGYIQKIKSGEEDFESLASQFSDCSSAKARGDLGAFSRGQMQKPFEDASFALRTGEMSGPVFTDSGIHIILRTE
TrxR1 substrate = rat thioredoxin reductase 1 substrate activity | hit rate 0.01% among 390,000 | O89049 | AID 588456 | Potency, µM (series often up to 114 µM), for inactives: at the highest dose activity change, negative = substrate turnover | purified TrxR1 substrate turnover, NADPH consumption readout; also: potency is read from the fitted curve at half-maximal effect; % is scaled to controls: 0 for no effect and ±100 for the full control effect; nearly all actives have a fitted effect of over 50% in size
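Rat TrxR1, dispensed at 90 nM, was prereduced with 400 uM NADPH (final) for 5 min at ~22 deg C, then incubated with compound 15 min before 400 uM selenite. A first-read NADPH fluorescence drop versus no-compound background flagged substrates.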
GLS inhibitor = inhibitors of human glutaminase (GLS) | GLS enzymatic activity, qHTS titration | hit rate 0.21% among 410,000 | O94925 | Potency, µM (top dose mostly 45.5 µM), without a hit: at the top dose activity change, negative = inhibition, usual class: inhibitors | AID 624170; also: potency is read from the fitted curve at half-maximal effect; % is scaled to controls: 0 for no effect and ±100 for the full control effect
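Glutamate formation by hKGA was monitored fluorometrically using coupled glutamate oxidase, HRP and Amplex Red. Substrate was added as 1 mM L-glutamine solution; incubation was 30 min at RT after an initial read.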
Active calls of the source: *; i = inactive; ? = inconclusive; nt = not tested or not shown; [ ] = dose if it differs, or a comment. Unless noted, calls follow the shape of the dose curve; as a rule, active = well fitted curve in the direction sought with a large enough effect; inconclusive = small, poorly fitted or top-dose-only effect, or another doubt; inactive = no such curve, though single readings can be large; an effect the other way counts as inactive or inconclusive. A portion of the library, so the mix of outcomes need not match the whole.

(1) COc1ccccc1CNC(=O)c1ccc2c(c1)nc(C)n2-c1cccc(C)c1
(2) Cc1cc(C(=O)NCC(C)(C)N2CCOCC2)c(C)o1
(3) CC1=C(c2ccc(C)cc2)S(=O)(=O)NC1=NCc1cccc(F)c1
(4) N#Cc1c(N2CCN(C(=O)c3ccccc3Cl)CC2)nc(-c2ccccc2)c2c1CCCC2
(5) COC(=O)c1ccc(-n2nnnc2SCC(=O)Nc2ccccc2C(=O)OC)cc1
(6) CCCc1cc(C(=O)Nc2cc(C)on2)no1

Assay by compound	1	2	3	4	5	6
USP1-UAF1 inh	-16%	-6%	-6%	-21%	0%	-8%
TrxR1 inh	16%[57.1 µM]	-4%[57.1 µM]	13%	62%[activator]	-3%	4%[57.1 µM]
Tb PGK inh	6%	7%	i	i	-2%	4%
mIDH1 inhibitor	0%	0%	-20%	8%	1%	1%
PI4K2A block	-1	6	-1	-8	-1	-1
HP1b chromo inh	-15%	2%	9%	55%[activator]	20%	28%
Pin1 inhibitor	2%	0%	4%	?	3%	3%
TrxR1 substrate	0%[57.1 µM]	0%[57.1 µM]	-5%	131%[activator]	-7%	7%[57.1 µM]
GLS inhibitor	1%	11%	-9%	0%	12%	12%

(7) CC1(NC(=O)COc2ccccc2-c2ccccc2)CCS(=O)(=O)C1 (centres undefined)
(8) O=C(O)/C=C/c1cn(Cc2ccccc2Cl)nc1-c1ccccc1
(9) CCOC(=O)c1c(NC(=O)CSc2nnc(CNc3ccc(F)cc3)o2)sc(C(C)=O)c1C
(10) Cc1noc(C)c1COC(=O)c1csc2c1CCC(C)C2 (centres undefined)
(11) CC(=O)NCCc1ccc(S(=O)(=O)N(C)C2CCS(=O)(=O)C2)cc1 (centres undefined)
(12) Cc1cc(C)c(C)c(S(=O)(=O)Nc2ccccc2C(=O)NCCCN2CCOCC2)c1C

Assay by compound	7	8	9	10	11	12
USP1-UAF1 inh	-8%	-23%	-12%	-17%	-8%	-13%
TrxR1 inh	14%	18%	15%[57.1 µM]	-6%	28%	25%
Tb PGK inh	3%	-9%	-5%	-2%	-7%	-6%
mIDH1 inhibitor	0%	-10%	-5%	0%	5%	-2%
PI4K2A block	2	-3	1	0	7	2
HP1b chromo inh	12%	-6%	28%	156%	23%	33%
Pin1 inhibitor	3%	-4%	57%[activator]	65%[activator]	0%	-2%
TrxR1 substrate	0%	0%	8%[57.1 µM]	-9%	11%	4%
GLS inhibitor	16%	44%[activator]	1%	3%	5%	1%

The final 3 records of the section before are carried over, then new ones follow:
(10) Cc1noc(C)c1COC(=O)c1csc2c1CCC(C)C2 (centres undefined)
(11) CC(=O)NCCc1ccc(S(=O)(=O)N(C)C2CCS(=O)(=O)C2)cc1 (centres undefined)
(12) Cc1cc(C)c(C)c(S(=O)(=O)Nc2ccccc2C(=O)NCCCN2CCOCC2)c1C
(13) c1ccc(CCNC2=NCCCS2)cc1
(14) CCOC(=O)c1ccc(OCCOc2cccc(C)c2)cc1
(15) O=c1[nH]c2ccc(NCc3ccccc3F)cc2[nH]1
(16) NC(=O)[C@@H]1CCCN1C(=O)c1cc(COc2ccc3c(c2)CCCC3)on1
(17) COC(=O)C1=C(C)N(C2CCCC2)C(=O)C1(NC(C)=O)C(F)(F)F (centres undefined)
(18) CN(n1cnc2ccccc2c1=O)S(C)(=O)=O

Assay by compound	10	11	12	13	14	15	16	17	18
USP1-UAF1 inh	-17%	-8%	-13%	5%	-26%	-14%	-15%	-2%	-17%
TrxR1 inh	-6%	28%	25%	7%[11.4 µM]	44%[activator]	-4%	8%	12%[57.1 µM]	34%
Tb PGK inh	-2%	-7%	-6%	-9%	-2%	i	5%	i	i
mIDH1 inhibitor	0%	5%	-2%	1%	-3%	9%	-1%	9%	5%
PI4K2A block	0	7	2	1	0	3	1	4	-5
HP1b chromo inh	156%	23%	33%	42%[activator]	227%[activator]	-1%	6%	26%	26%
Pin1 inhibitor	65%[activator]	0%	-2%	-12%	?	-11%	-1%	4%	-3%
TrxR1 substrate	-9%	11%	4%	-2%[11.4 µM]	4%	-2%	3%	-8%	8%
GLS inhibitor	3%	5%	1%	-3%	-3%	1%	5%	-1%	1%

(19) COc1ccc(CC(=O)N2CCN(c3ccccc3)CC2)cc1OC
(20) COc1ccccc1C(=O)Nc1ccc(-c2nnn(CC(=O)N3CCOCC3)n2)cc1
(21) CC(=O)N1CCc2cc(S(=O)(=O)NC(Cc3ccccc3)C(=O)Nc3cccc(C)c3)ccc21 (centres undefined)
(22) COc1ccc(C(Nc2ccccn2)c2oc(CO)cc(=O)c2O)cc1 (centres undefined)
(23) Cc1cccc(NC2=C(Cl)C(=O)OC2OC(=O)c2ccco2)c1 (centres undefined)
(24) COc1ccccc1N(CC(=O)NC1CCCCC1)S(=O)(=O)c1cccs1

Assay by compound	19	20	21	22	23	24
USP1-UAF1 inh	-8%	7%	-23%	-15%	-13%	-15%
TrxR1 inh	3%	0%[57.1 µM]	12%	8.9µM*	-28%[57.1 µM]	11%
Tb PGK inh	-9%	-6%	4%	5%	i	-9%
mIDH1 inhibitor	1%	-6%	30%	3%	-1%	7%
PI4K2A block	-3	4	1	9	8	4
HP1b chromo inh	38%	23%	21%	?	38%	13%
Pin1 inhibitor	-1%	5%	9%	7%	-7%	4%
TrxR1 substrate	1%	2%[57.1 µM]	0%	6%	1%[57.1 µM]	-2%
GLS inhibitor	12%	0%	5%	-5%	3%	1%

(25) Cn1c(=O)n(C)c2cc(S(=O)(=O)N3CCCCC3)ccc21
(26) CCc1nc(SCc2cccnc2)c(C#N)cc1C
(27) CCN1CCN(c2nc(C)nc3c2sc(=S)n3C)CC1
(28) CCc1nc(SCC(=O)c2c[nH]c3ccccc23)n[nH]1
(29) O=C(O)CN=C1NC2(CCCCC2)Cc2ccccc21
(30) Oc1cccnc1CCc1ccccc1

Assay by compound	25	26	27	28	29	30
USP1-UAF1 inh	2%	-16%	-13%	-6%	-9%	-19%
TrxR1 inh	-5%[57.1 µM]	9%	5%[57.1 µM]	23%[11.4 µM]	9%	-13%
Tb PGK inh	6%	4%	-5%	3%	-2%	-3%
mIDH1 inhibitor	-5%	-1%	7%	26%	8%	-5%
PI4K2A block	-2	5	1	0	1	-2
HP1b chromo inh	40%[activator]	37%	-14%	29%	26%	17%
Pin1 inhibitor	0%	-10%	-4%	?	4%	-8%
TrxR1 substrate	-4%[57.1 µM]	3%	8%[57.1 µM]	6%[11.4 µM]	0%	-1%
GLS inhibitor	7%	0%	-11%	-3%	-3%	3%

(31) CC(=O)c1ccccc1NC(=O)COC(=O)C1=NN(c2ccccc2)C(=O)CC1
(32) CC1Cc2ccccc2N1c1ncnc2c1nnn2Cc1ccccc1Cl (centres undefined)
(33) CCNc1cc2n(c(=O)n1)CCc1cc(OC)c(OC)cc1-2
(34) Clc1ccccc1-c1nnc(-c2cccs2)o1
(35) CCCc1cc(N2CCCC(C(=O)NCc3ccc4c(c3)OCO4)C2)n2ncnc2n1 (centres undefined)
(36) O=C(Nc1ccccc1C(F)(F)F)C1CCN(S(=O)(=O)Cc2ccccc2)CC1

Assay by compound	31	32	33	34	35	36
USP1-UAF1 inh	-16%	-13%	-13%	-20%	-4%	-24%
TrxR1 inh	10%	11%[57.1 µM]	-4%	-3%[57.1 µM]	3%	16%
Tb PGK inh	2%	-11%	0%	-3%	-3%	i
mIDH1 inhibitor	-2%	-2%	6%	8%	4%	-8%
PI4K2A block	0	1	-3	1	1	-3
HP1b chromo inh	-13%	1%	14%	55%[activator]	9%	-2%
Pin1 inhibitor	-10%	-3%	4%	-3%	4%	5%
TrxR1 substrate	-7%[57.1 µM]	13%	63%[activator]	16%[57.1 µM]	1%	-1%
GLS inhibitor	0%	-3%	20%	5%	30%[activator]	6%

(37) O=C(COC(=O)c1ccncc1)c1ccc(Br)cc1
(38) CCCCN1C(=O)C(CC(=O)NCc2cccs2)CC(C(=O)N(CC)CC)=C1C (centres undefined)
(39) COc1ccc(CCN2C(=O)CS/C2=N/NC(=O)c2ccccc2F)cc1OC
(40) CCCn1c(N)c(N(CCOC)C(=O)c2ccc(N3CCCC3=O)cc2)c(=O)[nH]c1=O
(41) CCn1c(=O)c(C(=O)Nc2ccc(C)cc2)c(O)c2ccccc21
(42) Cc1ccccc1-n1c(SCC(=O)NC2CC2)nc2ccccc2c1=O

Assay by compound	37	38	39	40	41	42
USP1-UAF1 inh	-9%	-16%	1%	-18%	-12%	-13%
TrxR1 inh	11%[57.1 µM]	nt	14%	12%	0%[57.1 µM]	nt
Tb PGK inh	-1%	i	-1%	9%	-10%	-2%
mIDH1 inhibitor	0%	6%	-6%	-12%	0%	10%
PI4K2A block	2	3	-5	0	2	3
HP1b chromo inh	33%	nt	38%[activator]	38%	34%	nt
Pin1 inhibitor	3%	nt	1%	-7%	-4%	nt
TrxR1 substrate	-10%	nt	-5%	3%	16%[57.1 µM]	nt
GLS inhibitor	-2%	-2%	5%	1%	9%	-8%
